# Screening results from PubChem.
# CHO-K1 Ca antag – M1 antagonist counterscreen hit in parental CHO-K1 cells; actives 0.6% (n = 360,000); ATP-induced calcium, Fluo-8 fluorescence; inhibition, % at 3 µM;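 active = inhibition above a per-plate cutoff, the plate's mean sample inhibition plus 3 SD, cut at about 24% in these data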;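 note: 0% = DMSO plus EC80 ATP and 100% = DMSO alone without ATP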
# OXTR potentiate – human OXTR potentiators, primary screen, fluorescence, CHO-OTR cells, Fluo-8 calcium; AID 2445, 2010; actives 0.061% (n = 320,000); Oxytocin receptor (Homo sapiens), P30559; activation, % at 3 µM; Fluo-8 calcium fluorescence, potentiator mode; 0% = oxytocin EC15, 100% = EC100;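 active = activation above that plate's cutoff, the mean activation of tested compounds plus 3 SD, cut at about 6.6% in these data, passing the limit was not always enough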;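 note: 100% uses oxytocin at 75 nM as the full agonist control; some results filed as inactive read as strong as hits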
# Target sequence (P30559 whole entry, looked up): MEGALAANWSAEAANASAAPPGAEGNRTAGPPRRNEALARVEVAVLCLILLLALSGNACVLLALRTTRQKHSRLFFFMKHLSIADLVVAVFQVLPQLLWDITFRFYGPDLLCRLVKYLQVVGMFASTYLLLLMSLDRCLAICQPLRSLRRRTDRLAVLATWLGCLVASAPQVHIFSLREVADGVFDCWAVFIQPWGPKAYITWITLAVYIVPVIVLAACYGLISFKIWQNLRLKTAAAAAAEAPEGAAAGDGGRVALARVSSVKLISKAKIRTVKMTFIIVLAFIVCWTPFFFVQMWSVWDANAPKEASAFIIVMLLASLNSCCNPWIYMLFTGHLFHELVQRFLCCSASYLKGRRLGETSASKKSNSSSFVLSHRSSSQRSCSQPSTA
#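 test system = CHO-OTR cells, human receptor | compound = single-point 3.0 µM | schedule = 6 min compound pre-incubation at room temperature, 100 s kinetic read | signal = Fluo-8 no-wash calcium dye fluorescence, excitation 470-495 nm, emission 515-575 nm | repeats = single well per compound, singlicate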
# CHO parental Ca – ATP-evoked calcium signal inhibitors, parental CHO, primary screen, counter-screen for OX1R antagonist project, cell-based, fluorescence, Fluo-8 calcium dye; actives 0.63% (n = 330,000); parental CHO-K1, ATP-induced calcium, Fluo-8 fluorescence; inhibition, % at 5.6 µM;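 active = inhibition above that plate's mean sample inhibition plus 3 SD, cut at about 26% in these data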;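 note: 0% = ATP-challenged DMSO wells and 100% = DMSO wells without ATP; some compounds past the cut are filed as inactive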
#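 Test system: untransfected parental CHO cell line. Compound: one dose, 5.6 µM nominal. Detection: intracellular calcium via Fluo-8 no-wash fluorescent dye. Measure: % inhibition. Benchmarks: ATP-challenged DMSO wells low, unchallenged DMSO wells high.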
# M1 antag – human M1 muscarinic receptor antagonists, primary screen, CHO-K1 cells, Fluo-8 calcium fluorescence, 1536-well; Muscarinic acetylcholine receptor M1 (Homo sapiens), P11229; CHO-K1 hM1, ACh EC80 antagonist; inhibition, % at 3 µM; actives 1.3% (n = 360,000); AID 588852, 2011;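 active = percent inhibition above its own plate's cutoff, namely the mean of that plate's compound wells plus 3 SD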;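 note: peak over basal fluorescence ratio during 140 s after agonist addition; 0% = ACh EC80 plus DMSO and 100% = DMSO alone without agonist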
# M1 ag – human M1 muscarinic receptor agonists, primary screen, Fluo-8 calcium fluorescence, CHO-K1 cells, HTS; Muscarinic acetylcholine receptor M1 (Homo sapiens), P11229; CHO-K1 hM1, agonist mode; 0% DMSO, 100% acetylcholine EC100; activation, % at 3 µM; actives 0.33% (n = 360,000);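 active = activation above the run's mean compound activation plus 3 SD, cut at about 16% in these data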;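 note: peak over basal fluorescence ratio within a 140 s kinetic read after compound addition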
# CHRM4 antagonist – human M4 muscarinic receptor antagonists, primary screen, CHO cells, Fluo-8 calcium fluorescence. inhibition, % at 3 µM. CHO-hM4 cells, ACh EC80. Muscarinic acetylcholine receptor M4 (Homo sapiens), P08173. actives 0.73% (n = 360,000);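 active = inhibition above its plate's cutoff, the mean inhibition of sample wells plus 3 SD, cut at about 27% in these data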;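 note: 0% = acetylcholine EC80 with DMSO and 100% = DMSO without agonist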
# Target sequence (P08173 whole entry, looked up): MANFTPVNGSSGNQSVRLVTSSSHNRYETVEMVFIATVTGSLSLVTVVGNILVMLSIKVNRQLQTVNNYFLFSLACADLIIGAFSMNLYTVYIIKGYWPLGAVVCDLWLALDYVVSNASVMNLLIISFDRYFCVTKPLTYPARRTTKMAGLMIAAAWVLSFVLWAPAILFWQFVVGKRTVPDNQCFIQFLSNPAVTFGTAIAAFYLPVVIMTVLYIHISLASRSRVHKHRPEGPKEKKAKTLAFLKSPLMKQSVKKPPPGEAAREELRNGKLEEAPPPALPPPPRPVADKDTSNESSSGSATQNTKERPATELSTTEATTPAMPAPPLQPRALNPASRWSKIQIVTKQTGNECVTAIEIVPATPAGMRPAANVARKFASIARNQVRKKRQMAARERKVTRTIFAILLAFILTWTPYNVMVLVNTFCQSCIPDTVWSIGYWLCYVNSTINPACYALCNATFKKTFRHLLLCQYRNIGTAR
# M1 PAM – human M1 muscarinic receptor positive allosteric modulators, primary screen, CHO-K1 cells, Fluo-8 calcium fluorescence, 1536-well; Muscarinic acetylcholine receptor M1 (Homo sapiens), P11229; CHO-K1 hM1, ACh EC20; 0% = ACh EC20, 100% = maximal ACh; activation, % at 3 µM; actives 0.088% (n = 360,000); AID 588819, 2011; in the data active = activation above about 19%, passing the limit was not always enough
# CHO-K1 Ca ag – counter-screen for M1 agonists: effect in parental CHO-K1 cells | activation, % at 3 µM | Fluo-8 calcium fluorescence; scaled to maximal ATP response, vehicle zero | actives 0.48% (n = 360,000); in the data active = activation above about 15%;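 note: untransfected CHO-K1 host cells lacking M1 receptor as counterscreen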
# M4 ag – human M4 muscarinic receptor agonists, primary screen, CHO-K1 cells, Fluo-8 calcium fluorescence; Muscarinic acetylcholine receptor M4 (Homo sapiens), P08173; actives 0.14% (n = 360,000); activation, % at 3 µM; CHO-K1 hM4/Gqi5; vehicle 0%, full acetylcholine response 100%; AID 624127, 2012;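 active = activation above the run mean over all test wells plus 3 SD, cut at about 32% in these data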;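 note: peak over basal fluorescence ratio per well then scaled between controls; 0% = DMSO wells and 100% = acetylcholine at EC100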
# Active calls of the source: *; . = no result given.
# The opening 5 records (preview)
SMILES,CHO-K1 Ca antag,OXTR potentiate,CHO parental Ca,M1 antag,M1 ag,CHRM4 antagonist,M1 PAM,CHO-K1 Ca ag,M4 ag
CCOC(=O)COc1c(Br)cc(C2NC(=O)NC(C)=C2C(C)=O)cc1OC (stereo not given),-2,2,-4,-3,-3,-2,4,0.4,0
CC(=O)Nc1ccc(-n2nnnc2SCC(=O)NCc2cccs2)cc1,-3,-2,2,-2,-6,-5,0,0.0,1
Cc1cc(C)c2c(n1)sc1c(N3CCCCC3)ncnc12,-2,-7,-9,-6,-3,-9,5,0.6,2
COc1ccc(/C=N/N=C2/NC(=O)CC(C(=O)O)S2)cc1 (stereo not given),2,-6,-2,-5,-4,-4,4,0.2,1
COc1cccc(NC(=O)N2CCC(NC(=O)C(Cc3ccccc3OC)NC(C)=O)CC2)c1 (stereo not given),-13,.,.,-7,-1,-12,5,0.5,1

# All compounds of this part (from the top)
SMILES,CHO-K1 Ca antag,OXTR potentiate,CHO parental Ca,M1 antag,M1 ag,CHRM4 antagonist,M1 PAM,CHO-K1 Ca ag,M4 ag
CCOC(=O)COc1c(Br)cc(C2NC(=O)NC(C)=C2C(C)=O)cc1OC (stereo not given),-2,2,-4,-3,-3,-2,4,0.4,0
CC(=O)Nc1ccc(-n2nnnc2SCC(=O)NCc2cccs2)cc1,-3,-2,2,-2,-6,-5,0,0.0,1
Cc1cc(C)c2c(n1)sc1c(N3CCCCC3)ncnc12,-2,-7,-9,-6,-3,-9,5,0.6,2
COc1ccc(/C=N/N=C2/NC(=O)CC(C(=O)O)S2)cc1 (stereo not given),2,-6,-2,-5,-4,-4,4,0.2,1
COc1cccc(NC(=O)N2CCC(NC(=O)C(Cc3ccccc3OC)NC(C)=O)CC2)c1 (stereo not given),-13,.,.,-7,-1,-12,5,0.5,1
O=C(CC1C(=O)NCCN1Cc1ccc(F)c(F)c1)NCCn1cccn1 (stereo not given),-14,-9,-12,-1,1,9,8,0.4,1
CC(C)c1ccc(Nc2c([N+](=O)[O-])c(=O)n(C)c3ccccc23)cc1,-7,-8,-9,2,-9,4,-2,0.3,0
O=C(NN1C(=O)C2CCCCC2C1=O)c1ccco1 (stereo not given),-5,0,-6,-7,-4,-1,2,0.6,1
COc1cccc(NC(=O)C2CCN(C(=O)NC3CCCCC3)CC2)c1,-6,-3,-12,-4,-1,-2,9,0.9,3
CCCSc1cc(N)cc([N+](=O)[O-])c1,3,-15,-2,-2,-7,11,3,0.1,-1
COc1ccc(NC(=O)c2cccc(S(=O)(=O)N3CCOCC3)c2)cc1,-5,-4,-1,-16,-4,1,6,1.8,3
O=C(COC(=O)COc1ccc(Cl)cc1Br)NC1CCCC1,-11,.,.,-8,-5,-8,4,1.6,2
O=C(CCc1ccccc1)NCCCN1CCOCC1,10,-5,3,-8,-1,2,9,-0.2,0
CCCC1=C(C(=O)OCC)C(c2ccc(F)cc2)n2ncnc2N1 (stereo not given),2,-16,-20,-5,-5,2,6,-0.6,-2
CSc1ccc(Cn2nnc(C(=O)Nc3ccc(C)c(C)c3)c2N)cc1,13,-10,-4,-11,0,-3,3,0.1,1
O=C(NC1CCCCC1)c1ccc(Cn2cc(Cl)cn2)cc1,-6,-2,-7,-12,-3,-3,6,0.6,0
COCCNC(=S)Nc1ccc2nc(N3CCN(C)CC3)cc(C)c2c1,1,-1,-12,3,-6,-8,9,-0.1,0
O=C(O)c1cccc(N2CCCCS2(=O)=O)c1,-14,-4,-2,-1,0,4,2,0.5,0
COc1ccccc1C(=O)Nc1cc2ccccc2oc1=O,-19,-7,-5,-3,-1,-5,1,0.9,0
Cc1ccc(N2C(=O)N(CC(=O)Nc3cccc(Cl)c3)C(=O)C2C)cc1 (stereo not given),-8,-2,-7,-7,-3,-16,5,1.9,4
COc1cccc(CN(C)C(=O)CCc2nnc(-c3ccsc3)o2)c1,-14,10,-4,3,-4,-2,0,-0.1,2
CC1=C/C(=C/N(C)c2ccccc2)C(=O)S1,0,-9,-14,-1,-3,6,3,0.7,0
O=C(c1cccc(C(F)(F)F)c1)c1c[nH]c(C(=O)NCCCN2CCOCC2)c1,-2,-3,-8,-10,-5,6,9,0.5,1
O=C(NCCc1ccccc1)C1CCN(C2CCN(Cc3ccco3)CC2)CC1,3,-10,8,1,-6,3,2,5.3,1
COc1cc(CO)c(OC)c([N+](=O)[O-])c1,-8,-5,-1,-8,-3,-1,6,0.4,1
COc1ccc(C)cc1N(CC(=O)Nc1cccnc1)S(=O)(=O)c1ccc(C)cc1,-4,-7,-25,-7,-2,1,8,6.3,4
O=C(Cc1ccc2cccnc2c1)c1ccc(O)cc1O,-17,-11,-13,5,13,-5,6,5.5,8
Cn1nc(C(=O)Nc2ccc(Cl)c(S(=O)(=O)N3CCOCC3)c2)c2ccccc2c1=O,-12,-10,-19,6,0,-1,-2,1.4,7
COc1ccc(OCCC(=O)NCC23CC4CC(CC(C4)C2)C3)cc1,-4,-20,-22,-10,1,-5,11,0.3,-1
CCOC(=O)[C@]12CCCC=C1N(Cc1cccc3ccccc13)C(=O)[C@H](CC(=O)NCCCCc1ccccc1)C2,-18,.,.,.,.,-24,.,0.6,0
CCn1cc(CN2CCN(Cc3ccccc3)C(CCO)C2)c2ccccc21 (stereo not given),-8,3,-22,-3,-7,-9,4,1.6,7
CCCCN(C(=O)CC1CCCC1)c1c(N)n(Cc2ccccc2)c(=O)[nH]c1=O,8,.,.,-12,-2,4,2,-0.1,0
Cc1ccc(N2CCN(C(=S)c3ccc(N(C)C)cc3)CC2)cc1,-20,-6,-5,-18,-6,3,0,-0.2,0
O=C(CSc1nc2ccc(Cl)cc2[nH]1)Nc1ccc2c(c1)CCC2,-10,-9,-14,-4,4,-16,8,4.7,6
Cc1ccc(C(=O)c2c[nH]c(C(=O)NCCCN3CCOCC3)c2)cc1,13,-10,-19,12,-4,12,-6,-0.4,0
Cc1cccc(/C=C/c2onc(C)c2S(=O)(=O)N2CCC(C(=O)N3CCCCCC3)CC2)c1,-11,-12,-38,-9,-3,-7,2,3.2,3
Cc1ccc(C(NC(=O)NN2CCN(C)CC2)C(Cl)Cl)cc1F (stereo not given),15,-1,-4,13,-12,11,-16,0.0,0
COc1ccc(OCCCC(=O)ON=C(N)c2ccccc2C)cc1,-12,-1,-26,-10,-1,-1,7,-0.2,1
O=C(Nc1ccc(Cl)cc1)Nc1ccc2c(c1)N1CCN=C1S2,4,-21,21,3,-3,-3,1,1.3,6
CC(=O)Nc1ccc(NC(=O)c2ccc(CSc3ccccc3)o2)cc1,-8,-4,-13,19,-3,2,-13,1.9,4
CC(C)C(NC(=O)c1ccco1)C(=O)OCC(=O)N1CC(=O)Nc2ccccc21 (stereo not given),0,.,.,1,-2,-4,1,0.3,3
O=C1N[C@@H](Cc2c[nH]c3ccccc23)COC(=O)[C@@H](Cc2ccc(F)cc2)CC/C=C/C[C@@H]1CC(=O)N(CCO)Cc1ccccc1,-19,-3,-10,-5,-5,-1,6,1.0,4
COC(=O)c1ccc(C(=O)OC)c(NC(=O)C2CC(=O)N(C3CCCC3)C2)c1 (stereo not given),-29,.,.,-6,-1,-7,10,3.2,3
Cc1ccc(NC(=O)c2nc[nH]c2C(=O)Nc2ccc(C)cc2)cc1,-8,-4,-10,-11,-4,-8,13,0.4,0
O=C(O)CC1c2ccccc2CCN1S(=O)(=O)c1ccc(F)cc1 (stereo not given),-14,2,-1,-11,0,-5,9,-0.2,1
Cc1cccc(N(CC(=O)NC2CCCCC2)C(=O)CCC(=O)Nc2nccs2)c1,-7,-5,-12,-4,-3,-6,3,0.7,3
COc1ccc(C(=O)C2CCCN(C(=O)c3cc(C(C)C)no3)C2)cc1F (stereo not given),-1,-7,-14,-6,-11,-5,3,4.6,4
COc1ccccc1CCNC(=O)C1CCN(c2nnc(C)c3c(C)n(-c4ccc(C)cc4)nc23)CC1,-14,-9,-44,2,-7,-10,-15,-1.4,-1
Cc1ccc(CNC(=O)c2cccc(-n3cnnn3)c2)cc1,-9,-6,-4,2,-5,3,-3,0.5,0
Cc1c(NC(=O)NC(=O)c2ccc(F)cc2)c(=O)n(-c2ccccc2)n1C,14,-18,-10,-13,-5,3,10,0.1,1

# Remaining list, next part:
SMILES,CHO-K1 Ca antag,OXTR potentiate,CHO parental Ca,M1 antag,M1 ag,CHRM4 antagonist,M1 PAM,CHO-K1 Ca ag,M4 ag
Cc1c(C(=O)N2CCCCC2)nnn1-c1nonc1N,5,-7,-7,-15,-4,3,7,0.1,0
COc1cccc(NC(=O)CN(C)C(=O)/C=C/c2cn(-c3ccccc3)nc2-c2ccc(OC)c(OC)c2)c1,-6,.,.,10,-4,14,-4,2.2,11
COc1cc(-c2cc3nc(C)c(C)c(=O)n3[nH]2)cc(OC)c1OC,-20,1,1,-18,0,-13,8,0.0,1
Cc1ccc(-c2nonc2NC(=O)c2ccco2)cc1,-3,-12,-10,-2,-3,-1,2,-0.2,-2
CC(=O)Nc1ccc(-c2ccnc3c2CC(C(=O)NCCc2ccccc2)O3)cc1 (stereo not given),-9,.,.,-3,5,-13,3,2.2,4
Cc1cc(C)cc(N(CCC#N)C(=O)CSc2nc3ccccc3c(=O)[nH]2)c1,10,-6,-20,1,3,12,2,1.4,8
COc1ccc(Cl)cc1NC(=O)N(C)Cc1c(C)nn(C)c1C,-7,0,-17,3,-5,-3,2,0.1,0
Cc1ccc(C(=O)NC(=S)N2CCN(C)CC2)cc1Br,6,.,.,-16,-4,0,7,1.2,1
Cc1ccc(S(=O)(=O)N2CC(=O)N3CCN(CCN)C3C2)cc1 (stereo not given),-5,-6,-5,-7,-9,-5,12,0.1,-1
Cc1cn(S(=O)(=O)c2ccc(Br)cc2)cn1,4,-13,-6,0,-2,5,2,-0.4,0
CC1(C)CC2(CCO1)OC(=O)CC2C(=O)Nc1ccccc1Cl (stereo not given),-9,4,-19,0,-7,1,11,0.2,1
CC(C(=O)c1ccccc1)n1cnc2ccccc2c1=O (stereo not given),-1,-15,-21,-7,0,-1,8,0.6,1
Cc1ccc(NC(=O)Nc2ccccc2)c(Br)c1,-10,-2,-7,-7,-7,-3,2,-0.5,-3
Cc1nnc(SCC(=O)Nc2nnc(-c3ccccc3)o2)s1,-14,1,8,-12,-2,-2,7,0.1,0
NNC(=O)C1CC(O)CN1S(=O)(=O)c1ccc(Cl)cc1 (stereo not given),-9,-16,-12,-4,-3,-6,3,0.2,2
CN(Cc1ccccc1)C(=O)CCS(=O)(=O)c1ccc2c(c1)oc(=O)n2C,-14,3,-14,-5,-4,1,1,1.5,2
O=C(Nc1ccccc1)N1CCSc2cc(Cl)ccc21,-7,0,-7,-7,-6,-1,0,0.7,-1
